# Hck-Nef inh = blocks Nef-activated human Hck kinase; 220,000 tested, 0.68% active; inhibition, % at 20 µM; Recombinant Hck-YEEI plus Nef, Z-Lyte FRET kinase assay;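 active = Hck-Nef kinase inhibition above about 50%, limit read from the data; inactive = inhibition below that limit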;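 note: 0% = DMSO with Hck plus Nef and 100% = Hck alone without Nef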
# Target sequence (P08631 whole entry, looked up): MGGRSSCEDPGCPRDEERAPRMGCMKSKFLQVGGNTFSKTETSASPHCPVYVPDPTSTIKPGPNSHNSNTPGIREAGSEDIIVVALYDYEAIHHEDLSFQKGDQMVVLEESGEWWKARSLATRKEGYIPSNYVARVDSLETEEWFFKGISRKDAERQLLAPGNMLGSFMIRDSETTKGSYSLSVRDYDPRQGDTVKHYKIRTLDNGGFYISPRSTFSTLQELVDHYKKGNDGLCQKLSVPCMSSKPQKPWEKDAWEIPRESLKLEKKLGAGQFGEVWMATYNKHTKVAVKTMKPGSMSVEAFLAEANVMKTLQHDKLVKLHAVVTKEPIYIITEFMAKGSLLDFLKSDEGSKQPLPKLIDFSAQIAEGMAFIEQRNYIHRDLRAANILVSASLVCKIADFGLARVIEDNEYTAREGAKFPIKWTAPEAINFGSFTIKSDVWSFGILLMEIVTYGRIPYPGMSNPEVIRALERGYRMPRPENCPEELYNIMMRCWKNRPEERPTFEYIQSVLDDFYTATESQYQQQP
# 14-3-3 Bad inh = disrupts binding of bovine 14-3-3 zeta to phospho-Bad peptide | P63103 | TR-FRET 14-3-3zeta/Dy647-pBad peptide displacement, 1 h | inhibition, % at 21.7 µM | 220,000 tested, 0.71% active;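 active = inhibition above about 70%, limit read from the data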;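 note: 0% = full 14-3-3 plus peptide FRET controls and 100% = background without 14-3-3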
# zVAD death inh = blocks zVAD induced death of L929 cells | 220,000 tested, 0.38% active | AID 1377 | viability rescue, % at 10 µM | L929 zVAD necroptosis rescue, ATP luminescence, 24 h; with zVAD 60 µM;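 active = activation, scaled between plate controls, above about 75%, limit read from the data; inactive = activation under that limit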;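 note: 0% = zVAD with DMSO and 100% = DMSO alone without zVAD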
# Tb hexokinase = blocks Trypanosoma brucei hexokinase 1 activity; recombinant TbHK1, G6PDH-coupled NADH A340; inhibition, % at 10 µM; 220,000 tested, 0.11% active;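 active = inhibition of 50% or more in the single-dose primary screen; inactive = inhibition below 50%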
# EP2 mod = modulates human prostaglandin E2 receptor EP2 signaling; EP2-expressing cells, cAMP HTRF FRET, PGE2 co-stimulation; induction, % at 25 µM; 260,000 tested, 0.83% active;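 active = compounds whose cAMP rise, as percent of the full-agonist control response, exceeds 60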;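 note: rat C6 glioma line stably carrying human EP2 under a CMV promoter; the protocol text gives 20 µM as final concentration; 100% = response of wells given 1 µM PGE2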
# Calpain2 inh = blocks pig calpain II enzyme activity | purified calpain II, fluorogenic peptide substrate, 30 min | inhibition, % at 16 µM | 220,000 tested, 0.37% active;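 active = inhibition above about 50%, limit read from the data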
# EP2 antag = EP2 receptor (human) inhibition | P43116 | inhibition, % at 25 µM | C6 glioma cells expressing human EP2, cAMP TR-FRET; cells stimulated with saturating PGE2 | 260,000 tested, 0.52% active;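 active = percent inhibition above 40 after rounding to a whole number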;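 note: rat C6 glioma host cells with rolipram phosphodiesterase inhibitor present; the protocol text gives 20 µM as final concentration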
# Rad51 HR inh = Rad51 (human) homologous recombination inhibition. 200,000 tested, 0.085% active. hRad51 DNA strand exchange, fluorescence dequenching. inhibition, % at 10 µM;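 active = inhibition above 40% at the single screening dose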;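 note: 0% = DMSO control wells and 100% = blanks with heterologous ssDNA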
# Target sequence (Q06609 whole entry, looked up): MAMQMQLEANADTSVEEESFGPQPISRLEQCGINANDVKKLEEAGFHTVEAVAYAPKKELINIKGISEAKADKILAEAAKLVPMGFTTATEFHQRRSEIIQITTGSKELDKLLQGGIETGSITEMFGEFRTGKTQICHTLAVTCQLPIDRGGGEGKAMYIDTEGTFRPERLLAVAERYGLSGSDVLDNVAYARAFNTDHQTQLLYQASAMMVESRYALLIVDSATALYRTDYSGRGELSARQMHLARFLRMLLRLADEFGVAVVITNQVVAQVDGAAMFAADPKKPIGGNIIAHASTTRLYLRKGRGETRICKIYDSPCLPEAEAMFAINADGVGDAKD
#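 Test system – preformed human Rad51 ssDNA filaments · Reagent – Donor/quencher-labelled 47-bp dsDNA substrate · Incubation – 37 °C 15-min filament assembly, 30-min compound preincubation, 15-min exchange · Signal – FRET fluorescence dequenching, excitation 485 nm, emission 520 nm · Read-out – percent inhibition from fluorescence, normalised to plate control and blank means · Benchmarks – plate control and blank wells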
# eIF4E-4G inh = eIF4E/eIF4G interaction inhibition in translation initiation; AID 782; 220,000 tested, 0.37% active; inhibition, % at 21.7 µM; TR-FRET eIF4E-eIF4GI(517-606) binding, 2 h;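 active = inhibition above about 30%, limit read from the data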;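 note: 0% = full FRET control wells and 100% = background wells lacking eIF4GI fragment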
# * hit, by the source's call; · = no result given; [ ] = another dose, or the depositor's remark. Not all compounds are listed. The share of hits here may be higher or lower than overall.
# Below each SMILES – Hck-Nef inh, 14-3-3 Bad inh, zVAD death inh, Tb hexokinase, EP2 mod, Calpain2 inh, EP2 antag, Rad51 HR inh, eIF4E-4G inh
1) COc1ccccc1NC(=O)C1=C(C)NC(=O)NC1c1cccs1 (stereo not given)
    26, -20, 2.8, -1, -6, -42, 6, 21, 0
2) COCCCn1cc(C(=O)c2ccccc2OCC(=O)Nc2cccc(F)c2)cc(C#N)c1=O
    22, -1, 1.5, -10, -12, -38, 5, 12, 6
3) O=C(CCCSc1nnc(-c2cccs2)n1CC1CCCO1)c1ccccc1 (stereo not given)
    1, -10, -0.5, 2, -20, 0, 4, -1, 5
4) CCC(=O)NC(c1ccco1)c1cc(Cl)c2cccnc2c1O (stereo not given)
    22, -12, 15, 1, 26, -27, 5, -7, -3
5) CCOC(=O)C1CN(S(=O)(=O)c2ccc(F)cc2)C1
    0, 2, -0.3, -1, 19, 6, 4, 0, 10
6) C=CCc1ccc(OCC(O)CN2CCCCC2)c(OC)c1 (stereo not given)
    3, -12[fluorescence artefact?], -0.2, 4, -6, -16, 14, -2, -11
7) CCn1cnc2cc(NCc3ccc(C)cc3)ccc21
    2, -5, 0.4, 1, -4, -17, 29, 9, -12
8) CCCCc1nc2sc3c(c2c(=O)[nH]1)CCC3
    -1, -2, 0.5, -3, 35, -39, 14, 10, 2
9) C=CCC1CCCCC12NC(=O)NC2=O (stereo not given)
    0, 3, 0.7, 3, 18, 21, 13, -12, -13
10) CC(Cc1ccccc1)NC(=S)CN1CCCC1=S (stereo not given)
    19, 6, 0.5, -10, -1, -11, 7, -3, -4
11) Cc1cccc(NNC(N)=S)c1
    2, -11, -0.2, 4, 17, -15, 7, -119, -3
12) Nc1nc(SCC(=O)Nc2ccccc2)nc2nc3c(cc12)CCCC3
    4, 20[fluorescence artefact?], -0.9, -3, 53, -22, 3, -27, 9
13) CN(C)S(=O)(=O)N(CC(=O)NCc1ccccc1)c1ccccc1
    0, -5, 0.0, 4, -10, -2, 8, 6, -2
14) COc1cc(-c2nnc3sc(-c4ccco4)nn23)cc(OC)c1OC
    -3, 4, 3.0, -4, 17, -151, 8, 0, -1
15) COc1ccc(N2C(=O)C3CCCCC3C2=O)cc1NC(=O)c1ccccc1 (stereo not given)
    23, -14, 2.5, 2, 23, -9, 9, 23, 11
16) O=C(Nn1c(-c2ccc(F)cc2)nc2ccccc2c1=O)C1CCCCC1
    -2, -6, 0.0, -11, 33, -27, 5, 2, 1
17) O=C(CNc1ccc2c(c1)OCO2)N/N=C\c1ccccc1Cl
    7, -3, 1.6, 1, -23, -9, 15, -1, 4
18) COC(=O)CCC/C=C1/SCC(NC(=O)c2ccccc2)C1NC(C)=O (stereo not given)
    23, -16, 0.4, -2, -3, -12, 7, 0, -2
19) c1ccc2c(c1)nc(NC1CCCCC1)c1nncn12
    26, 7, 6.4, -6, -21, -28, 9, 1, 2
20) CCOc1ccc2nc(N(CCN(CC)CC)C(=O)c3ccc([N+](=O)[O-])cc3)sc2c1
    16, 2, -0.7, -2, -3, 14, 4, -11, 2
21) Cc1cccc(C(=O)NNC(=O)c2ccc(-c3ccccc3)cc2)c1
    -1, 10[fluorescence artefact?], 0.3, 5, 35, -34, 10, 6, 3[fluorescence artefact?]
22) COCC(COCCCNC(=O)Nc1ccc(Br)cc1)OC (stereo not given)
    -1, 1, 1.8, 3, 1, 5, 11, 2, 2
23) CCN(CC)C(=O)CC(c1cc(OC)c(OC)c(OC)c1)c1c(O)cc(OC)cc1OC (stereo not given)
    30, -3, -0.2, -7, 11, -14, 17, 7, -2
24) NC(=O)COc1ccc(C23CC4CC(CC(C4)C2)C3)cc1
    16, 0, 4.8, 3, 88*, 10, 4, -6, 1
25) CC(C)P(=O)(Cc1cccc(C#N)c1)C(C)C
    -1, -7, 0.5, 6, 30, -23, 3, -4, 2
26) O=C(CSc1nc2c(sc3ccccc32)c(=O)n1CCCN1CCCC1)NCc1ccco1
    17, 44, -1.8, -1, -32, 29, 14, -31, 0
27) CC(C)N1CN=C(Nc2nc3ccccc3o2)NC1
    32, -7, 0.4, 7, -12, -7, 2, ·, 0
28) O=C(C[n+]1ccccc1)Nc1c(Cl)cc(Cl)cc1Cl
    16, -13, -1.0, -1, 7, -20, 6, 2, 2
29) Cc1cccc(NC(=O)Nc2nnc(N3CCCCC3C)s2)c1C (stereo not given)
    -1, 0, 74, -9, 4, -17, 9, 5, 0
30) Cc1ccc(-n2nnnc2SCC(=O)Nc2sccc2C#N)cc1
    0, -10, 0.3, 1, -24, 6, 7, -26, -17

# Part of the list above in a different format.
27. CC(C)N1CN=C(Nc2nc3ccccc3o2)NC1
28. O=C(C[n+]1ccccc1)Nc1c(Cl)cc(Cl)cc1Cl
29. Cc1cccc(NC(=O)Nc2nnc(N3CCCCC3C)s2)c1C (stereo not given)
30. Cc1ccc(-n2nnnc2SCC(=O)Nc2sccc2C#N)cc1

screen / no. | 27 | 28 | 29 | 30
Hck-Nef inh | 32 | 16 | -1 | 0
14-3-3 Bad inh | -7 | -13 | 0 | -10
zVAD death inh | 0.4 | -1.0 | 74 | 0.3
Tb hexokinase | 7 | -1 | -9 | 1
EP2 mod | -12 | 7 | 4 | -24
Calpain2 inh | -7 | -20 | -17 | 6
EP2 antag | 2 | 6 | 9 | 7
Rad51 HR inh | · | 2 | 5 | -26
eIF4E-4G inh | 0 | 2 | 0 | -17

# The list continues:
# Below each SMILES – Hck-Nef inh, 14-3-3 Bad inh, zVAD death inh, Tb hexokinase, EP2 mod, Calpain2 inh, EP2 antag, Rad51 HR inh, eIF4E-4G inh
31) CSc1nc(C)nc(N/C=C(\C#N)S(=O)(=O)c2ccccc2Cl)n1
    14, 2, 0.1, -41, -25, 6, 8, 10, -2
32) CCN1C(=O)c2ccccc2S(=O)c2ccc(C(=O)NCCCN3CCCC3=O)cc21 (stereo not given)
    -1, -6, 0.5, -6, -7, -31, 12, 4, -5
33) Cc1cccc(C)c1OCCNC(=O)C(=O)NCc1ccco1
    8, -4, -2.0, -5, -7, -25, 10, 7, -3
34) Cc1ccc(CNC(=O)CCC2CCCN(Cc3cccc4ncccc34)C2)o1 (stereo not given)
    19, -20, 2.4, 0, 6, -39, 17, -1, -5
35) CCOc1cc(NC(=S)NCCCN2CCOCC2)c(OCC)cc1NC(=O)C(C)C
    0, -29, 0.3, 10, 18, 14, 4, 5, -1
36) COc1ccc(S(=O)(=O)Nc2cc(C(=O)NCCCOC(C)C)ccc2N2CCOCC2)cc1
    26, -18, 0.2, -4, 10, -35, 7, -13, 1
37) COc1ccc(OCC(=O)Nc2cc(OC)cc(OC)c2)cc1
    -1, -5, 3.1, -2, -19, -8, 7, 6, -12
38) CCC1(c2ccc(Cl)cc2)NC(=O)N(Cc2ccc(C(=O)OC)cc2)C1=O (stereo not given)
    -1, -5, 0.1, -6, -11, -1, 4, 5, 1
39) NC(=O)c1nnn(-c2cccc(C(F)(F)F)c2)c1-c1ccccc1
    19, 1, -0.4, -8, -93, 14, 4, ·, -3
40) CCCCOc1ccc(/C(O)=C2/C(=O)C(=O)N(Cc3cccnc3)C2c2ccncc2)c(C)c1 (stereo not given)
    5, 19[fluorescence artefact?], ·, -39, 61*, 11, 20, ·, 1[fluorescence artefact?]
41) Cc1cc(C)c2c(n1)sc1c(-c3ccccc3)c(C#N)c(N)nc12
    15, 14, 0.9, -9, -2, -41, 9, 13, 10[fluorescence artefact?]
42) Cc1ccc(-c2nn(-c3cccc(F)c3)cc2CN(Cc2nccn2C)C(C)C)o1
    2, -7, -0.1, 7, -8, 14, 5, -29, 3
43) CCCc1[nH]nc2c1C(c1ccc(O)c(OC)c1)C(C#N)=C(N)O2 (stereo not given)
    2, 1, 0.0, 2, -36, -3, ·, ·, -5
44) COc1ncnc2c1oc1nc(CC(C)C)c3c(c12)CCCC3
    5, -10, 0.8, 6, 68*, -19, 9, -4, 3
45) CCC(C)(C)n1nnnc1C(C(C)C)N(Cc1ccco1)Cc1cc2cc3c(cc2[nH]c1=O)OCO3 (stereo not given)
    3, 7, -0.4, -19, 56, -106, 8, ·, 3
46) O=C(CS(=O)CC(=O)N(c1cccc(F)c1)C(C(=O)NC1CCCCC1)c1ccco1)Nc1ccc(F)cc1 (stereo not given)
    3, -9, 0.6, 31, -6, -11, 8, -2, 16
47) Cc1cc(C(=O)CSc2ncccn2)c(C)n1Cc1ccco1
    31, -8, 0.1, -5, -7, -10, 3, 2, -3
48) Cc1occc1-c1nnc(SCC(=O)Nc2nc(-c3ccccc3)cs2)o1
    -2, 12[fluorescence artefact?], 0.2, -2, 32, -76, 4, -4, -15
49) CCCn1c(CCNC(=O)c2cccs2)nc2ccccc21
    -2, 11, 0.6, 6, -6, -11, 12, -6, -1
50) Cc1ccc(NC(=O)c2cc(S(=O)(=O)NCCC3=CCCCC3)ccc2F)cc1F
    -1, 4[fluorescence artefact?], 1.1, -1, -11, 7, 0, 1, -4
51) O=C(Cn1nnc2c(cnn2-c2ccccc2)c1=O)NCc1cccs1
    -1, 5[fluorescence artefact?], 0.2, 1, 4, -50, 24, 1, 0
52) C=CCn1c(CNC(=O)c2cccs2)nnc1SCC(=O)c1ccc(Br)cc1
    0, -11, 0.0, 2, 52, 13, 5, 5, -1
53) O=C(/C=C\Nc1ccc(S(=O)(=O)Nc2ncccn2)cc1)c1cccc2ccccc12
    23, -3, 2.8, -13, -4, 5, 8, ·, -3
54) COCCNC(=O)C(c1ccccc1C)N(CCOC)C(=O)Cn1nnc2ccccc21 (stereo not given)
    2, 2[fluorescence artefact?], -0.2, 0, 13, -1, 7, -2, 2[fluorescence artefact?]
55) CCOC(=O)c1ccc(COc2nc3ccccc3nc2-c2ccccc2NC(C)=O)o1
    9, -11, 0.5, -14, 4, -81, 12, ·, -3
56) Cc1cccc(C2=N/C(=C\c3cccnc3)C(=O)O2)c1
    3, -2, 1.4, -6, -15, -1, 19, -4, 2

# Compounds shown so far that have bromine:
# Below each SMILES – Hck-Nef inh, 14-3-3 Bad inh, zVAD death inh, Tb hexokinase, EP2 mod, Calpain2 inh, EP2 antag, Rad51 HR inh, eIF4E-4G inh
22) COCC(COCCCNC(=O)Nc1ccc(Br)cc1)OC (stereo not given)
    -1, 1, 1.8, 3, 1, 5, 11, 2, 2
52) C=CCn1c(CNC(=O)c2cccs2)nnc1SCC(=O)c1ccc(Br)cc1
    0, -11, 0.0, 2, 52, 13, 5, 5, -1
